Screening results (PubChem)
sEH act = soluble epoxide hydrolase activators, primary screen, biochemical, human sEH; Bifunctional epoxide hydrolase 2 (Homo sapiens), P34913; purified human sEH enzymatic activity, activator screen; activation, % at 2 µM; 91,000 compounds, 0.04% hits; AID 717, 2007; in the data active = activation above about 37%; also: values of inactives mirror those of a sister screen read the other way
sEH inh = soluble epoxide hydrolase inhibitors, primary screen, biochemical, human sEH; Bifunctional epoxide hydrolase 2 (Homo sapiens), P34913; recombinant human sEH enzymatic activity assay; inhibition, % at 2 µM; 91,000 compounds, 0.34% hits; in the data active = inhibition above about 80%; also: values of inactives mirror those of a sister screen read the other way; many of its hits are not listed in these tables
Calb biofilm kill = clotrimazole potentiators killing Candida biofilms, primary screen, with clotrimazole, Alamar Blue; AID 834, 2007; 85,000 compounds, 0.14% hits; C. albicans biofilm + clotrimazole; inhibition, % at 6 µM;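 active = inhibition above 20%; inactive = inhibition below 20%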;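 also: preformed 24 hr biofilms exposed to compound for 48 hr; 0% = biofilm without compound and 100% = blank killed by clotrimazole plus chlorhexidine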
F-actin modifier = modifiers of F-actin cytoskeleton organization, primary screen, imaging, HUVEC, phalloidin staining, high-content imaging. HUVEC TNFa F-actin phalloidin imaging. inhibition, % at 2 µM. 91,000 compounds, 0.18% hits;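 active = inhibition above the batch mean plus 3 SD and confirmed as a hit by visual image inspection, cut at about 30% in these data, passing the limit was not always enough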; also: strong numbers were not always called active
ERb SRC1 inh = inhibitors of ERβ-SRC1 coactivator interaction, primary screen, biochemical, TR-FRET, ERβ LBD, SRC-1 peptide. 86,000 compounds, 1.3% hits. TR-FRET ER-beta LBD / SRC1-Cy5 peptide binding; receptor agonist-loaded with 1 µM estradiol. AID 633, 2007. inhibition, % at 25.6 µM;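 active = compounds whose percent inhibition of the receptor-coactivator binding signal exceeds about 50% in the single-dose screen, limit read from the data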;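 also: 0% = receptor plus peptide wells without compound and 100% = peptide-only wells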
Target sequence (Q92731 whole entry, looked up, the tested form may be a part): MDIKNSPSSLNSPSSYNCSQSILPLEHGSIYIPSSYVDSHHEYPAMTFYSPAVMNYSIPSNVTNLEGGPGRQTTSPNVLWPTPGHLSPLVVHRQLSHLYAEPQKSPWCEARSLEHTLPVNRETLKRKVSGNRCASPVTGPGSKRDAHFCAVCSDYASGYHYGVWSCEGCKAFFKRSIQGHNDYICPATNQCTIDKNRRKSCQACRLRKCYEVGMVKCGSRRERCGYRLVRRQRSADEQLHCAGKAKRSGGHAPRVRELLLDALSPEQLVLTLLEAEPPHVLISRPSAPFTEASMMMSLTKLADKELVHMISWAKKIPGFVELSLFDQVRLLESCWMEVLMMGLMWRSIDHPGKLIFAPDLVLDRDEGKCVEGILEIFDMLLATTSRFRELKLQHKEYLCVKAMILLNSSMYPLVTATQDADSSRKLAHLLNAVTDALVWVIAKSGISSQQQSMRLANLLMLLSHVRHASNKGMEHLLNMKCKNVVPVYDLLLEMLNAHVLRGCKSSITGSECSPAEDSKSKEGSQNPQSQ
VCAM1 TNFa inh = inhibitors of TNFa-induced VCAM1 expression, primary screen, imaging, HUVEC, TNFa stimulus, immunofluorescence | HUVEC TNFa-induced VCAM-1 immunofluorescence, high-content imaging | inhibition, % at 2 µM | 95,000 compounds, 0.48% hits | AID 802, 2007;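 active = inhibition above the batch mean plus 3 SD, with images confirmed as a hit by eye, cut at about 37% in these data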;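 also: 0% = TNF-stimulated DMSO wells and 100% = unstimulated control wells; not every result past the cut was called active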
HUVEC tox TNFa = cytotoxicity in TNFa-stimulated HUVEC, primary screen, cytotoxicity control for VCAM1 expression modulator project, imaging, Hoechst nuclei count. HUVEC TNFalpha-stimulated, Hoechst cell count. cell count reduction, % at 2 µM. 93,000 compounds, 0.17% hits. AID 848, 2007;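 active = cell count reduction exceeding the screen mean by over 5 SD, scaled to untreated wells per plate, cut at about 78% in these data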;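 also: cells counted after 24 h of TNF alpha exposure following the 1 h pretreatment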
IL1B cytotox = cytotoxicity in IL-1B stimulated HUVEC, primary screen, cytotoxicity control for IL-1B NFkB translocation project, imaging, Hoechst nuclear count, IL-1B stimulus | HUVEC cell count loss | cell count reduction, % at 2 µM | 94,000 compounds, 0.41% hits;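 active = cell count reduction more than 3 SD above the screen-wide mean, cut at about 70% in these data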;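 also: normalized per plate to untreated control cells as the no-loss baseline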
Smad3 FoxH1 inh = Smad3/FoxH1 peptide binding inhibitors, primary screen, biochemical, TR-FRET; TR-FRET Smad3/Dy647-FoxH1 peptide binding, europium anti-His; Mothers against decapentaplegic homolog 3 (Homo sapiens), P84022; 88,000 compounds, 0.29% hits; inhibition, % at 25 µM;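 active = compounds that reduce the energy-transfer binding signal between the protein and its labelled peptide by more than half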;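 also: 0% = Smad3 plus labelled peptide maximal FRET and 100% = peptide-only background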
Target sequence (P84022 whole entry, looked up): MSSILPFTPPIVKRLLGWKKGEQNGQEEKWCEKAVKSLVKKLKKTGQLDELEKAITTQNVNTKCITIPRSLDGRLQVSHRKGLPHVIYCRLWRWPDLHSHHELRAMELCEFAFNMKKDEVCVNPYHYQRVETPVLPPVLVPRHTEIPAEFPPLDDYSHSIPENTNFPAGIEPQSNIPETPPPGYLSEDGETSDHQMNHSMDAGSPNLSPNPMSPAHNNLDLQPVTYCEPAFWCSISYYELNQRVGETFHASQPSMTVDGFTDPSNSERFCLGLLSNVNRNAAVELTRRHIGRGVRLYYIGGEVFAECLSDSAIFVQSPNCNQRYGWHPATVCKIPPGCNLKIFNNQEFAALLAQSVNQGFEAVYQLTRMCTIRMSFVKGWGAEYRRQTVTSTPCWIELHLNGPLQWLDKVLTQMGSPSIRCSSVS
* marks the source's active call; other numbers are inactive results; · = not tested or not shown; [ ] = dose if it differs, or a comment.

no.	structure	sEH act	sEH inh	Calb biofilm kill	F-actin modifier	ERb SRC1 inh	VCAM1 TNFa inh	HUVEC tox TNFa	IL1B cytotox	Smad3 FoxH1 inh
1	O=C(c1sc2ccccc2c1Cl)N(Cc1ccccc1Cl)C1CCS(=O)(=O)C1 (stereo unspecified)	-2	3	-2	-3	4	15	-9	10	-14
2	O=C(O)CCc1ccc(-c2ccccc2)o1	4	-4	7	1	12	6	-14	-21	10[fluorescence artefact?]
3	CN(CCNC(=O)c1ccc(N2CCCC2=O)cc1)CCc1ccccc1	-1	4	0	-26	-8[fluorescence artefact?]	13	13	-35	-11
4	COc1ccc(C(=O)C2CCCCC2=O)cc1 (stereo unspecified)	7	-7	7	13	-7	-7	-18	-19	-11
5	CCOCCn1c(-c2ccc(OC)cc2)nc2ccccc21	-2	0	14	-8	15[fluorescence artefact?]	-8	-22	-13	-14
6	CCOC(=O)c1nn(-c2ccc3c(c2)OCO3)cc1O	-1	2	0	·	5	·	·	42	13
7	Cn1ccnc1SCC(=O)Nc1ccc2nc(SCC(=O)NC3CC3)sc2c1	-12	11	6	10	22	-13	-25	-97	2
8	CS(=O)(=O)Nc1ccc(S(=O)(=O)NCCc2ccccc2)cc1	2	1	2	2	-1	-5	-15	-24	-4
9	CCOC(=O)CCn1c(=O)c2c(nc(Br)n2Cc2ccccc2)n(C)c1=O	·	·	4	6	1	10	-6	·	-3
10	CC(=O)Nc1ccc2oc(-c3cc(F)c(F)cc3Cl)nc2c1	9	-5	8	-12	-6	-32	20	6	4
11	CCOC(=O)C(C(=O)OCC)C(=O)c1cc(OC)c(OC)c(OC)c1	-4	6	1	3	-13	7	-21	-19	5
12	Cc1ccc(S(=O)(=O)Nc2ccc3nc(-c4cccn4C)[nH]c3c2)cc1	18	-18	1	6	-7	10	2	-20	-1
13	CC(C)CC(=O)NC(=S)Nc1nc(-c2cccc3ccccc23)cs1	6	-4	·	1	·	-2	·	-2	·
14	O=C(COC(=O)c1cnccn1)c1ccc(Br)cc1	9	-11	5	-21	-3	-22	44	-5	-8
15	O=C(c1cccc(N2C(=O)C3CC=CCC3C2=O)c1)N1CCCCCC1 (stereo unspecified)	·	·	0	·	10	·	·	-4	2
16	CCCCc1c(O)nc(SCC(=O)N2CCOCC2)n(-c2ccccc2C)c1=O	·	·	9	18	-6	15	-36	-25	7
17	CCOC(=O)CCC(=O)c1c(C)oc2ccc(OC)cc12	3	2	7	0	23	-13	·	23	-2
18	COc1cc(N2CCCC2)c(OC)cc1/C=c1/sc2nc3ccccc3n2c1=O	·	·	6	31*	74*[fluorescence artefact?]	22	-13	10	0
19	Cc1ccc2c(c1)C1CCCC3C1N2CC(=O)N3Cc1ccccc1 (stereo unspecified)	-4	5	0	-12	5	-4	-6	0	-2
20	CCOCCOC(=O)c1cccc(NC(=O)OCC)c1	8	-8	4	-2	6[fluorescence artefact?]	1	41	3	-5
21	O=C(NC1(C(F)(F)F)NC(=O)N(C2CCCCC2)C1=O)c1cccs1 (stereo unspecified)	7	-9	4	·	-5	·	·	-9	7
22	Cc1ccc(/C=c2\sc3nc(-c4ccccc4Br)nn3c2=O)o1	-10	12	6	8	66*	17	-31	7	-10[fluorescence artefact?]
23	COC(=O)C(Cc1ccc(OC(=O)c2ccccc2Cl)cc1)N1Cc2ccccc2C1=O (stereo unspecified)	-21	21	·	10	·	7	-23	10	·
24	Cc1onc(-c2c(F)cccc2Cl)c1C(=O)NCC1COc2ccccc2O1 (stereo unspecified)	2	-4	·	29	2[fluorescence artefact?]	-6	0	-4	3
25	COc1cccc(NC(=O)Cn2cc(C#N)c3ccccc32)c1	-27	27	2	6	7[fluorescence artefact?]	-18	-26	0	-10
26	COCCn1c(CN2CCN(c3ccc(OC)cc3)CC2)nc2c1c(=O)n(C)c(=O)n2C	-6	5	0	14	-16	-19	-1	-10	2
27	Cc1cc(=O)[nH]c(SCc2nc3ccccc3n2Cc2ccccc2)n1	-13	11	·	-13	·	-18	10	10	·
28	CC1CCCCN1c1cc(C#N)c(C#N)cc1[N+](=O)[O-] (stereo unspecified)	-5	8	·	-15	·	3	8	-22	·
29	Cn1nnnc1SCC(=O)N1CCOCC1	-12	13	0	-2	-12	9	2	11	15
30	NC(=O)c1ccc(N2CCCCC2)c(N2C(=O)CCC2=O)c1	9	-9	6	-20	13	7	-4	-20	4

Rewritten screen by screen: entries from further up.
[13] CC(C)CC(=O)NC(=S)Nc1nc(-c2cccc3ccccc23)cs1
[14] O=C(COC(=O)c1cnccn1)c1ccc(Br)cc1

assay / entry	13	14
sEH act	6	9
sEH inh	-4	-11
Calb biofilm kill	·	5
F-actin modifier	1	-21
ERb SRC1 inh	·	-3
VCAM1 TNFa inh	-2	-22
HUVEC tox TNFa	·	44
IL1B cytotox	-2	-5
Smad3 FoxH1 inh	·	-8

An excerpt from above, showing only sEH inh, Smad3 FoxH1 inh and IL1B cytotox:
| cpd | Structure | sEH inh | Smad3 FoxH1 inh | IL1B cytotox |
| --- | --- | --- | --- | --- |
| 25 | COc1cccc(NC(=O)Cn2cc(C#N)c3ccccc32)c1 | 27 | -10 | 0 |
| 26 | COCCn1c(CN2CCN(c3ccc(OC)cc3)CC2)nc2c1c(=O)n(C)c(=O)n2C | 5 | 2 | -10 |

Next section:
no.	structure	sEH act	sEH inh	Calb biofilm kill	F-actin modifier	ERb SRC1 inh	VCAM1 TNFa inh	HUVEC tox TNFa	IL1B cytotox	Smad3 FoxH1 inh
31	Cc1ccccc1N(Cc1ccccc1F)S(C)(=O)=O	-6	9	7	4	-5	15	-34	6	-1
32	CCOC(=O)c1c(C)nc2c(c1-c1ccc(OC)cc1)C(=O)CC(C)(C)C2	31	-31	·	11	·	-23	0	-10	·
33	Nc1c(C(O)(C(F)(F)F)C(F)(F)F)ccc2ccccc12	·	·	4	·	-1	·	·	-25	-9
34	COc1cccc(-c2nn3c(-c4cc(C)[nH]n4)nnc3s2)c1	10	-12	-1	-8	5[fluorescence artefact?]	-9	15	-9	6
35	Cc1nc2ccccc2n1CCc1nc2c3ccccc3nc(SCC#N)n2n1	-1	4	7	5	30	11	1	-22	49
36	Cn1cnnc1SCC(=O)N1N=C2/C(=C/c3ccco3)CCCC2C1c1ccco1 (stereo unspecified)	-4	2	1	-24	-8	8	5	-3	-1
37	COc1ccccc1CN1C(=O)C2CC=CCC2C1=O (stereo unspecified)	8	-7	4	·	-5	-8	-29	-59	-6
38	CCN(CC)S(=O)(=O)c1cccc(C(=O)N[C@H](C(=O)OCC(N)=O)C(C)C)c1	-11	12	3	-8	-1	12	36	26	0
39	O=C(C1CCC(CNc2nc(=S)[nH]c3ccccc23)CC1)N1CCN(c2ccccn2)CC1 (stereo unspecified)	-5	2	5	33	3	-7	-44	-16	-7
40	C=CCn1c(=O)c2ccccc2n2c(SCC(N)=O)nnc12	·	·	-1	-9	6	0	-4	18	-3
41	CN1CCN(/C(=N\S(=O)(=O)c2ccc(F)cc2)c2ccccc2)CC1	4	-6	8	-7	5	11	-4	-4	-5
42	Cc1cc(NC(=O)c2cccnc2)ccc1NC(=O)c1ccco1	12	-13	1	-28	-3	2	-14	11	-12
43	CC(C)OC(=O)CC12CN3CC(CC(=O)OC(C)C)(CN(C1)C(=O)c1ccccc1C3=O)C2=O	-7	7	1	4	-2	-13	-21	-29	-8
44	Nc1c(C(=O)NCc2ccccc2)nnn1Cc1ccccc1	9	-7	9	-11	-5	-8	1	-43	0
45	COc1ccc(S(=O)(=O)N2CCN(Cc3ccc(Cl)cc3)CC2)cc1	3	-2	6	8	0	14	-22	-3	-1
46	COc1ccc(C(C[N+](=O)[O-])c2c(-c3ccccc3)cc3ccccn23)cc1 (stereo unspecified)	17	-19	1	-19	9[fluorescence artefact?]	29	7	-54	-11
47	CCCOc1nc(N)c(C#N)c(-c2ccccc2F)c1C#N	-17	13	8	4	4	1	17	8	7[fluorescence artefact?]
48	O=C(C(Cc1ccccc1)n1cccc1)N1CCCCCC1 (stereo unspecified)	-5	5	21*	18	-7[fluorescence artefact?]	6	-29	-38	6
49	O=C(CSc1nnnn1-c1cccc2c1CCCC2)N1CCOCC1	2	-1	5	-10	-18[fluorescence artefact?]	-14	-22	-16	4
50	O=c1cc2[nH]c3ccccc3c(=O)n2nc1-c1ccccc1	4	-1	·	-2	·	-3	-21	-4	·
51	C1=C(CCNCC2CCCCC2)CCCC1	-42	41	·	-12	·	1	-17	-12	·
52	CCC(C)c1ccc(NC(=O)CSc2nncn2N)cc1 (stereo unspecified)	5	-3	3	-12	-3	1	8	2	4
53	CC(C)(C)c1cnnn1-c1ccc(C(=O)CCl)cc1	4	-1	8	-2	-4	9	8	-19	-7
54	CC(C)C1Cc2c(C#N)c(N)n(C)c(=S)c2CO1 (stereo unspecified)	14	-11	-3	11	-12[fluorescence artefact?]	-6	-8	-17	-10
55	O=C(Nc1ccccc1)c1ccc(NCC2CCCO2)c(S(=O)(=O)N2CCOCC2)c1 (stereo unspecified)	-19	18	3	-15	-1[fluorescence artefact?]	21	9	-16	-1
56	COc1ccc2[nH]c(=O)c3c(c2c1)OC(C)(C)C=C3	·	·	-3	-8	0[fluorescence artefact?]	8	-18	7	0
57	COc1ccc(C2=NOC(C(=O)NCc3ccccn3)C2)cc1 (stereo unspecified)	4	-1	2	-14	1	-11	6	12	7
58	CCOc1ccccc1Nc1nc(-c2sc(NC(=O)c3ccco3)nc2C)cs1	-10	11	·	3	·	-2	-8	0	·
59	CSc1ncc(Cl)c(C(=O)Nc2ccc(S(=O)(=O)N3CCOCC3)cc2)n1	8	-13	6	3	-5	3	6	8	3
60	CCOc1ccccc1C1N(c2ccc(OC)cc2)C(=O)C2CCCN21 (stereo unspecified)	4	-4	14	-7	3	0	-13	-4	-4
61	O=C(O)CC(CP(=O)(c1ccccc1)c1ccccc1)C(=O)O (stereo unspecified)	-4	7	3	3	1	0	-8	-4	3

The list is partial; rates above refer to the full screens.
